NFkB transloc pot = enhances IL-1B driven NFkB nuclear translocation; HUVEC IL-1B NFkB p65 nuclear translocation imaging; activation, % at 2 µM; actives 0.3% (n = 94,000);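 active = activation above 40%, about the mean plus 3 SD, also judged a hit on visual image review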;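 note: percent activation is computed from the nuclear over cytoplasmic p65 intensity ratio; values of inactives mirror those of a sister screen read the other way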
PLAP inhibitors HTS = inhibition of human placental alkaline phosphatase – biochemical, luminescence, HTS (AID 690). actives 0.08% (n = 96,000). purified PLAP, luminescent substrate; higher % means a stronger effect. inhibition, % at 20 µM; hits with a dose series show IC50 in µM; in the data active = a potency from the dose series; inactive = the rest, 99 in 100 with inhibition below about 30%; note: strong numbers were not always called active
NFkB transloc inh = blocks IL-1B driven NFkB nuclear translocation in HUVEC cells | HUVEC IL-1B NFkB p65 nuclear translocation imaging | inhibition, % at 2 µM | actives 0.43% (n = 94,000);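 active = inhibition above about 30% together with a positive call from visual inspection of the well image, limit read from the data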;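 note: nuclear over cytoplasmic p65 intensity ratio measured by imaging; 0% = IL-1B stimulated DMSO wells and 100% = unstimulated DMSO wells; values of inactives mirror those of a sister screen read the other way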
Bcl-B TR3 displacers = displacers of TR3 peptide from Bcl-B, primary screen, selectivity assay for Bfl-1 inhibitor project, biochemical, fluorescence polarization; FP displacement of FITC-TR3 peptide from Bcl-B; higher % means a stronger effect; one-dose displacement, % at 20 µM; IC50 in µM for titrated hits; actives 0.11% (n = 96,000);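 active = displacement above 50% at 20 µM plus a fluorescence interference ratio under 1.5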;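 note: plate controls were wells without compound for no effect and wells lacking Bcl-B protein for full effect; a part of the inactive calls stands beside numbers as strong as those of hits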
MRP resist rev = reverses drug resistance mediated by MRP; actives 0.04% (n = 85,000); differential viability (reversal), % at 10 µM; H69AR cells + 2 uM doxorubicin, CellTiter-Glo, 72 h; AID 602;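 active = viability drop by adding the cancer drug above about 55%, with treated viability meeting a 40% cutoff, limit read from the data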;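 note: viability without doxorubicin minus viability with 2 µM doxorubicin for each compound; larger differential means the compound sensitizes cells more to doxorubicin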
MRP resist rev cytotoxicity = further read-out of MRP resist rev, marked with its call; viability, %; H69AR cells, CellTiter-Glo, 72 h; measured here: cytotoxicity without doxorubicin
MRP resist rev with doxorubicin = second read-out of MRP resist rev, no call of its own (marks repeat the call); viability, %; measured here: viability with 2 uM doxorubicin; stronger effect = lower value
NFkB transloc inh cell count 2 µM = further read-out of NFkB transloc inh, marked with its call; cell count; measured here: cells passing quality filter;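 raw number of nuclei counted in each imaged well without normalization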
NFkB transloc pot cell count 2 µM = further read-out of NFkB transloc pot, marked with its call; cell count; measured here: cells passing quality filter
* marks the source's active call; other numbers are inactive results; · = not tested or not shown. This is a subset; rates above refer to the full screens.

A first look:
SMILES | NFkB transloc pot | NFkB transloc pot cell count 2 µM | PLAP inhibitors HTS | NFkB transloc inh | NFkB transloc inh cell count 2 µM | Bcl-B TR3 displacers | MRP resist rev | MRP resist rev cytotoxicity | MRP resist rev with doxorubicin
CC12CCC3(CO)COC(c4ccccc4O1)C2C3 (configuration not stated) | · | · | -18% | · | · | -5% | 9 | 101 | 92
CCCS(=O)(=O)c1nnnn1-c1cccc(OC)c1 | · | · | -26% | · | · | -3% | 1 | 1 | 1
Cc1cccc(C)c1NC(=O)N1CCC(n2cnc3ccccc32)CC1 | 5 | 110 | -56% | -5 | 110 | 2% | 2 | 90 | 88
COc1ccccc1Nc1nc(-c2sc(NC(=O)c3cccc(Cl)c3)nc2C)cs1 | 9 | 157 | -14% | -9 | 157 | -5% | · | · | ·
c1ccc(-c2cn3c(n2)SCC3)cc1 | 1 | 146 | · | -1 | 146 | · | -4 | 81 | 85
CCN(CC)S(=O)(=O)c1ccc(N2CCCCC2)c(C(=O)Nc2ccccc2N2CCOCC2)c1 | 8 | 161 | -65% | -8 | 161 | -9% | · | · | ·
CCc1sc(C(=O)N2CCN(S(C)(=O)=O)CC2)cc1Br | 0 | 101 | -18% | 0 | 101 | 5% | 11 | 99 | 87
CN(C)C(CNC(=O)c1cccs1)c1cccnc1 (configuration not stated) | · | · | -15% | · | · | 0% | 1 | 95 | 94
CN(C)S(=O)(=O)c1ccc(Oc2ccc(S(=O)(=O)N(C)C)cc2)cc1 | -3 | 160 | 9% | 3 | 160 | 0% | 10 | 95 | 85
Cc1ccn2c(C(=O)c3ccc(Cl)cc3)cnc2c1 | · | · | -30% | · | · | -15% | 1 | 81 | 81
N#Cc1c(-c2ccccc2)ccn(Cc2ccccc2Cl)c1=O | 3 | 199 | 19% | -3 | 199 | -7% | · | · | ·
Cc1cccc(OCc2nnc(NC(=O)Cc3cccs3)s2)c1 | 15 | 68 | · | -15 | 68 | · | 14 | 75 | 62

The list itself, previewed entries included:
SMILES | NFkB transloc pot | NFkB transloc pot cell count 2 µM | PLAP inhibitors HTS | NFkB transloc inh | NFkB transloc inh cell count 2 µM | Bcl-B TR3 displacers | MRP resist rev | MRP resist rev cytotoxicity | MRP resist rev with doxorubicin
CC12CCC3(CO)COC(c4ccccc4O1)C2C3 (configuration not stated) | · | · | -18% | · | · | -5% | 9 | 101 | 92
CCCS(=O)(=O)c1nnnn1-c1cccc(OC)c1 | · | · | -26% | · | · | -3% | 1 | 1 | 1
Cc1cccc(C)c1NC(=O)N1CCC(n2cnc3ccccc32)CC1 | 5 | 110 | -56% | -5 | 110 | 2% | 2 | 90 | 88
COc1ccccc1Nc1nc(-c2sc(NC(=O)c3cccc(Cl)c3)nc2C)cs1 | 9 | 157 | -14% | -9 | 157 | -5% | · | · | ·
c1ccc(-c2cn3c(n2)SCC3)cc1 | 1 | 146 | · | -1 | 146 | · | -4 | 81 | 85
CCN(CC)S(=O)(=O)c1ccc(N2CCCCC2)c(C(=O)Nc2ccccc2N2CCOCC2)c1 | 8 | 161 | -65% | -8 | 161 | -9% | · | · | ·
CCc1sc(C(=O)N2CCN(S(C)(=O)=O)CC2)cc1Br | 0 | 101 | -18% | 0 | 101 | 5% | 11 | 99 | 87
CN(C)C(CNC(=O)c1cccs1)c1cccnc1 (configuration not stated) | · | · | -15% | · | · | 0% | 1 | 95 | 94
CN(C)S(=O)(=O)c1ccc(Oc2ccc(S(=O)(=O)N(C)C)cc2)cc1 | -3 | 160 | 9% | 3 | 160 | 0% | 10 | 95 | 85
Cc1ccn2c(C(=O)c3ccc(Cl)cc3)cnc2c1 | · | · | -30% | · | · | -15% | 1 | 81 | 81
N#Cc1c(-c2ccccc2)ccn(Cc2ccccc2Cl)c1=O | 3 | 199 | 19% | -3 | 199 | -7% | · | · | ·
Cc1cccc(OCc2nnc(NC(=O)Cc3cccs3)s2)c1 | 15 | 68 | · | -15 | 68 | · | 14 | 75 | 62
Cc1ccc(OCCn2c(Br)nc3c2c(=O)n(C)c(=O)n3C)cc1 | -8 | 98 | · | 8 | 98 | · | 6 | 95 | 89
COc1cccc(-n2nnc3c(=O)n(CC(=O)OCc4ccccc4)cnc32)c1 | -10 | 104 | · | 10 | 104 | · | -5 | 100 | 105
CCOc1ccc(C2CC(c3cccc(C)c3)n3ncnc3N2)cc1 (configuration not stated) | -16 | 170 | -71% | 16 | 170 | 16% | -6 | 87 | 93
Nc1scc2c(C(=O)N/N=C/c3ccc(Cl)cc3)nn(-c3ccccc3)c(=O)c12 | -4 | 184 | 3% | 4 | 184 | 9% | · | · | ·
CCOc1ccc(NC(=O)CCC(=O)O)cc1 | -7 | 164 | -6% | 7 | 164 | 10% | 15 | 106 | 92
CC(C)(C)C1CCc2c(sc3nc(SCC(N)=O)nc(N)c23)C1 (configuration not stated) | -4 | 97 | · | 4 | 97 | · | -18 | 2 | 20
O=C(NCCCN1CCCC1=O)c1ccc2c(=O)n(Cc3ccco3)c(=S)[nH]c2c1 | -5 | 89 | · | 5 | 89 | · | 2 | 78 | 76
CCCc1[nH]nc2c1C(CCC)C(C#N)=C(N)O2 (configuration not stated) | 24 | 125 | -10% | -24 | 125 | 6% | -3 | 95 | 98
O=C(N1CCOCC1)N1c2ccccc2Sc2ccccc21 | 10 | 158 | -26% | -10 | 158 | -14% | · | · | ·
O=C(Nc1ccccc1Cl)c1cc(S(=O)(=O)N2CCCCC2)ccc1N1CCOCC1 | 9 | 147 | -32% | -9 | 147 | -3% | · | · | ·
COC(=O)CCC(=O)COc1ccc(OC)cc1C#N | -2 | 106 | -2% | 2 | 106 | 3% | -1 | 93 | 94
COc1cccc(C(=O)N2CCN(Cc3ccc4c(c3)OCO4)CC2)c1OC | 13 | 158 | -27% | -13 | 158 | -9% | -1 | 100 | 101
CC(C)CCNC(=O)Cn1c(=O)oc2cc(S(=O)(=O)N3CC(C)CC(C)C3)ccc21 (configuration not stated) | 10 | 202 | 6% | -10 | 202 | -4% | -15 | 41 | 56
CN(C)CCCNC(=O)c1ccc2[nH]c3ccccc3c2c1 | 2 | 110 | 15% | -2 | 110 | 12% | -18 | 87 | 104
CCN1C(=O)/C(=C/c2cc(C)n(C)c2C)SC1=Nc1ccc(OC)cc1 | -1 | 165 | -23% | 1 | 165 | -80% | · | · | ·
O=S(=O)(NCCN1CCCC1)c1cccc2cccnc12 | 5 | 55 | -28% | -5 | 55 | 8% | 9 | 97 | 88
COc1ccc(C(=O)OC(C(=O)c2ccc(C)cc2)c2ccccc2)cc1 (configuration not stated) | 10 | 204 | 17% | -10 | 204 | -8% | · | · | ·
CCCNS(=O)(=O)c1ccc(CCC(=O)NCc2ccc3c(c2)OCO3)cc1 | 0 | 192 | 24% | 0 | 192 | 8% | 3 | 96 | 93
Cc1cc(N)ccc1NC(=O)c1ccccc1 | -18 | 99 | -17% | 18 | 99 | 9% | 10 | 91 | 81
O=C(Nc1ccccc1)Nc1nccs1 | -13 | 151 | 11% | 13 | 151 | -8% | -7 | 88 | 95
CC(C)OC(=O)CSc1nc2ncc(Cl)cc2[nH]1 | 23 | 177 | 0% | -23 | 177 | 0% | -29 | 50 | 79
Cc1ccc(NC(=O)CCN2C(=O)c3ccncc3C2=O)cc1 | 8 | 126 | -4% | -8 | 126 | 3% | -10 | 91 | 100
COc1ccc(OCCSc2nnc(CCNC(=O)c3ccc(OC)cc3)n2C)cc1 | 0 | 115 | 11% | 0 | 115 | 8% | · | · | ·
CCc1ccc(S(=O)(=O)NCc2cn3ccccc3n2)s1 | 2 | 100 | -97% | -2 | 100 | 2% | 10 | 91 | 81
COc1ccc(S(=O)(=O)N(CC(=O)N2CCCC2)Cc2ccccc2)cc1 | -1 | 158 | -12% | 1 | 158 | -5% | · | · | ·
O=S(=O)(NCc1ccco1)c1cccc(S(=O)(=O)N2CCOCC2)c1 | 37 | 134 | 5% | -37 | 134 | 4% | · | · | ·
CCC(Sc1nc2c(c(=O)n1CC)SC(C)C2)C(=O)OC (configuration not stated) | 16 | 177 | -20% | -16 | 177 | -3% | -1 | 88 | 89
Cc1ccc(NC(=S)N2CCC(c3nc4ccccc4s3)CC2)cc1C | -4 | 165 | -3% | 4 | 165 | 1% | · | · | ·
Cc1ccc(S(=O)(=O)N(c2ccccc2)C2CCS(=O)(=O)C2)cc1 (configuration not stated) | 5 | 158 | 5% | -5 | 158 | -10% | 5 | 99 | 93
CCOC(=O)CCCNS(=O)(=O)c1c(C)ccc2nsnc12 | -4 | 149 | · | 4 | 149 | · | 0 | 95 | 95
O=C(COC(=O)C1CC1)NCc1ccccc1Cl | 7 | 151 | 12% | -7 | 151 | -1% | · | · | ·
CCCC(=O)Nc1ccc(NC(=O)c2ccccn2)cn1 | 3 | 91 | 15% | -3 | 91 | 1% | 5 | 87 | 81
O=C1NCCN1Cc1ccc(F)cc1 | 7 | 169 | 0% | -7 | 169 | 9% | -12 | 84 | 96
Cc1ccc(S(=O)(=O)NC(CC(=O)N2CCc3ccccc32)c2ccco2)cc1 (configuration not stated) | 9 | 130 | 21% | -9 | 130 | -2% | 3 | 80 | 77
O=C(CSc1ccc2nnc(-c3ccncc3)n2n1)Nc1ccc2c(c1)OCO2 | 10 | 64 | 7% | -10 | 64 | 14% | 6 | 90 | 84
Cc1cc(C)c2c(c1)-c1cc(C)nn1C(c1ccc3c(c1)OCO3)N2 (configuration not stated) | 1 | 197 | -10% | -1 | 197 | -16% | 0 | 97 | 97
CC1CC(=S)Nc2ccccc2S1 (configuration not stated) | -2 | 96 | · | 2 | 96 | · | 16 | 98 | 82
CCOc1c(Cl)cc(CNCC(C)C)cc1Cl | -15 | 121 | · | 15 | 121 | · | 24 | 102 | 78

New compounds follow:
SMILES | NFkB transloc pot | NFkB transloc pot cell count 2 µM | PLAP inhibitors HTS | NFkB transloc inh | NFkB transloc inh cell count 2 µM | Bcl-B TR3 displacers | MRP resist rev | MRP resist rev cytotoxicity | MRP resist rev with doxorubicin
C/C=C/C(=O)OCC(=O)Nc1ccc(F)cc1Cl | 9 | 163 | 18% | -9 | 163 | -3% | -13 | 98 | 112
CCS(=O)(=O)N1CCC(C(=O)NCc2ccccn2)CC1 | · | · | 16% | · | · | -4% | -3 | 85 | 88
Cc1oc(-c2ccccc2)[n+]([O-])c1C | 13 | 174 | 2% | -13 | 174 | 5% | 11 | 100 | 89
COc1ccccc1N1CC(C(=O)OC(C)C(=O)N2CCCc3ccccc32)CC1=O (configuration not stated) | -5 | 143 | -81% | 5 | 143 | 12% | 6 | 93 | 87
CCS(=O)(=O)NCCc1ccc(OC)c(OC)c1 | 8 | 176 | 1% | -8 | 176 | -7% | -8 | 93 | 101
CCOC(=O)C1CCN(C(=O)CCN2C(=O)C3C4C=CC(C4)C3C2=O)CC1 (configuration not stated) | -17 | 156 | 10% | 17 | 156 | -9% | 8 | 92 | 85
CC(=O)n1cc(Nc2ccccc2C(=O)O)c2ccccc21 | -1 | 198 | -25% | 1 | 198 | 1% | -48 | 54 | 102
O=C(N/N=C/c1cccs1)c1ccccn1 | 3 | 127 | -40% | -3 | 127 | -4% | · | · | ·
Cc1ccc(CNC(=O)CN(C)S(=O)(=O)c2cccc3nsnc23)cc1 | -5 | 203 | 6% | 6 | 203 | -1% | 16 | 108 | 92
Cc1cc(NS(=O)(=O)c2ccc(NC(=O)c3cc4ccccc4o3)cc2)nc(C)n1 | -16 | 46 | -35% | 16 | 46 | -1% | 2 | 83 | 81
CCOc1ccc(C(=O)N2CCCN(C(=O)c3ccc(OCC)cc3)CC2)cc1 | -8 | 100 | -58% | 8 | 100 | 1% | · | · | ·

Bioassay records (PubChem BioAssay)
